# RXFP1 antag = RXFP1 (human) relaxin receptor antagonism. HEK293-RXFP1, relaxin-stimulated cAMP HTRF, 30 min; active compounds read low. activity change, negative = inhibition, % at 57.5 µM. 350,000 compounds, 0.59% hits. Q9HBX9;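 active = activity change of -60% or lower, but not beyond a set lower limit; inconclusive = change between -60% and -40%, or beyond the set limit; inactive = change above -40%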; note: % is set by controls: 0 for no effect and ±100 for the full control effect
# Pol eta inh = inhibitors of human DNA polymerase eta. 390,000 compounds, 1.2% hits. Potency, µM (top dose mostly 114 µM), without a hit: at the top dose activity change, negative = inhibition, hits mostly inhibitors. Q9Y253. recombinant Pol eta, fluorescent DNA replication assay; note: potency is the fitted concentration of half-maximal effect; % is set by controls: 0 for no effect and ±100 for the full control effect
# Target sequence (Q9Y253 whole entry, looked up): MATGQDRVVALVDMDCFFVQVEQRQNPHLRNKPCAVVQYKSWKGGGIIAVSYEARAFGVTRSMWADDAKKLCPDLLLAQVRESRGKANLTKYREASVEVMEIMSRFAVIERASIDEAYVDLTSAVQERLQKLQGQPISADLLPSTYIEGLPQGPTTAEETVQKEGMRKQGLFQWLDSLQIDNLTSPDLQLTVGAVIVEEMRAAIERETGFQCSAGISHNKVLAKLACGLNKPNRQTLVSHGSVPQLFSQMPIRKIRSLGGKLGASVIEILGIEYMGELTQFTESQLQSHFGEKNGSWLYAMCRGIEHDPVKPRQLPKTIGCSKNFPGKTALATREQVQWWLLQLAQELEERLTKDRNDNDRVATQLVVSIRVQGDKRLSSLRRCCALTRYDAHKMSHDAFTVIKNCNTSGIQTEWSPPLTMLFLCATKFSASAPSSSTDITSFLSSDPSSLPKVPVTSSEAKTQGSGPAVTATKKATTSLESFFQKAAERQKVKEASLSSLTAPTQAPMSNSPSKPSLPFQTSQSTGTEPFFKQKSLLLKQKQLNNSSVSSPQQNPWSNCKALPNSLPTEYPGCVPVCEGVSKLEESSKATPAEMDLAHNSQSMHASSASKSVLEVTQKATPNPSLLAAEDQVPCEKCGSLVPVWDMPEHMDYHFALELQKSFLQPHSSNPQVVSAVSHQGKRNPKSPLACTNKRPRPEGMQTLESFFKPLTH
#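 Pol eta (10 nM) was preincubated with compounds for 15 min at room temperature, after which fluorescent replication substrate (50 nM final) was added to start the reaction. Fluorescence was read kinetically at 0 and 10 min.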
# Tb PGK inh = inhibitors of T. brucei phosphoglycerate kinase; P07378; PGK/GAPDH coupled, Kinase-Glo luminescence, 60 min; Potency, µM (top dose mostly 57.5 µM), inactives show at the top dose activity change, negative = inhibition, actives largely listed as inhibitors; 380,000 compounds, 0.043% hits; AID 602233; note: potency is the fitted concentration of half-maximal effect; % is set by controls: 0 for no effect and ±100 for the full control effect; nearly all actives have a fitted effect of over 60% in size
#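 Recombinant glycosomal PGK reaction used 1,3-bisphosphoglycerate generated in-well by GAPDH (100nM final) in 100mM TEA pH 7.6, 5mM MgCl2, 0.01% Tween-20. After 60 minutes at room temperature, ATP was read by Kinase-Glo Plus luminescence end-point.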
# Anesthetic bind = binds horse apoferritin like a general anesthetic; apoferritin/1-aminoanthracene competitive binding, fluorescence; Potency, µM (doses to about 77.5 µM), inactives show at the top dose activity change, negative = displacement, hits mostly inhibitors; 350,000 compounds, 0.074% hits; AID 485281; note: potency is the fitted concentration of half-maximal effect; % is set by controls: 0 for no effect and ±100 for the full control effect; nearly all actives have a fitted effect of over 20% in size
#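 Horse-spleen apoferritin (10 uM) in 50% saturated 1-aminoanthracene in PBS was incubated 10 min at room temperature with compound. Fluorescence (ex 380, em 535 nm) was normalized to free and bound 1-AMA, with concentration-response fitted by a four-parameter Hill equation.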
# Pol iota inh = inhibitors of human DNA polymerase iota | Pol iota fluorescent replication assay, 10 min | Potency, µM (series often up to 115 µM), for the others: at the highest dose activity, negative = inhibition, hits mostly inhibitors | 390,000 compounds, 1% hits | AID 588590 | Q9UNA4; note: potency is the fitted concentration of half-maximal effect
#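 Pol iota at 10 nM preincubated 15 min with compounds at room temperature; reaction started with fluorescent substrate, 50 nM final. Fluorescence read kinetically at 0 and 10 min; buffer-only wells as negative control.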
# APE1 inh = inhibitors of human APE1 endonuclease. P27695. recombinant APE1, TAMRA/BHQ-2 abasic DNA cleavage fluorescence. Potency, µM (doses to about 65.8 µM), for the others: at the top dose activity change, negative = inhibition, hits mostly inhibitors. 350,000 compounds, 0.35% hits;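 note: potency is the fitted concentration of half-maximal effect; plate controls were vehicle for no effect and reference inhibitor for full effect; nearly all actives have a fitted effect of over 55% in size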
# Target sequence (P27695 whole entry, looked up): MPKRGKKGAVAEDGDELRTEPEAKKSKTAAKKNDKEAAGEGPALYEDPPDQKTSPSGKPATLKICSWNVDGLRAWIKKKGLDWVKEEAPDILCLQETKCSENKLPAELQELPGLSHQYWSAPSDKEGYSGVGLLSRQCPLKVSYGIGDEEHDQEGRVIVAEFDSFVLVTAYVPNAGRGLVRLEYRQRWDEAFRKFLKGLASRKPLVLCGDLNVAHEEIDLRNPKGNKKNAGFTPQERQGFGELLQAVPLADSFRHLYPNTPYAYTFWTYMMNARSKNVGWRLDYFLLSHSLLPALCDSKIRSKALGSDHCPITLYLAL
#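 Measures dequenching upon AP-site incision of a 5'-TAMRA/3'-BHQ-2 THF-containing duplex, 50 nM; human APE1 0.75 nM after 15 min room-temperature exposure to compound; kinetic three-point read at one-minute spacing.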
# Pol kappa inh = inhibitors of human DNA polymerase kappa. 400,000 compounds, 0.53% hits. Q9UBT6. purified Pol kappa, fluorescent DNA synthesis assay, 10 min. Potency, µM (highest dose often 107 µM), for inactives: top-dose activity, negative = inhibition, hits mostly inhibitors; note: potency is the fitted concentration of half-maximal effect; % is set by controls: 0 for no effect and ±100 for the full control effect
#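 Inhibition of 10 nM Pol kappa is measured by a fluorescent read-out at 0 and 10 min following addition of 50 nM substrate (final), with a 15-min room-temperature compound preincubation.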
# POLB inh = inhibitors of human DNA polymerase beta | P06746 | AID 485314 | 340,000 compounds, 1.3% hits | Pol beta primer extension/strand displacement, fluorescence kinetic | Potency, µM (highest dose often 114 µM), for the others: top-dose activity change, negative = inhibition, hits mostly inhibitors; note: potency is the fitted concentration of half-maximal effect; % is set by controls: 0 for no effect and ±100 for the full control effect
#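 Values derive from four-parameter Hill fits of normalized kinetic data: reads at 0 and 10 min following addition of 50 nM substrate to 10 nM Pol beta preincubated 15 min with compound.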
# BLM helicase inh = blocks DNA unwinding by human BLM helicase | P54132 | recombinant BLM DNA unwinding, fluorescence dequenching | Potency, µM (titrated, usually from 56.1 µM), without a hit: at the highest dose activity change, negative = inhibition, usual class: inhibitors | 350,000 compounds, 0.2% hits;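 note: potency is the fitted concentration of half-maximal effect; plate controls were vehicle for no effect and no enzyme for full effect; nearly all actives have a fitted effect of over 35% in size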
# Numbers without * were called inactive; i = inactive; ? = inconclusive; nt = not tested or not shown; & = joins results of further samples; [ ] = remark or other dose. Unless noted, calls come from the whole dose curve; as a rule, active = well fitted curve in the direction sought with a large enough effect; inconclusive = small, poorly fitted or top-dose-only effect, or another doubt; inactive = no such curve, though single readings can be large; an effect the other way counts as inactive or inconclusive.
1. Cc1ccc(CNC(=O)CSc2nc3n[nH]c(C)c3c(=N)n2-c2cccc(C)c2)cc1
2. CCCn1c(SCC(=O)N2CCc3ccccc32)nnc1-c1ccncc1
3. C#CCOCCOCCOCCNc1nc(N2CCN(C(=O)[C@H](CCC(=O)O)n3cc(C(N)CO)nn3)CC2)nc(N2CCN(C(=O)[C@H](CCCCN)n3cc(C(N)CC(C)C)nn3)CC2)n1 (stereo not given in full)
4. CC(=O)Nc1ccc(Oc2ccc(-c3noc(C)n3)cc2)cc1
5. COC(=O)C1=C(C(=O)OC)[C@@H]2N(Cc3ccccc3)c3ccccc3[C@@]23C[C@@H](C(=O)OC)N(C(=O)c2cccs2)C3=N1
6. COc1cc(/C=N/O)cc(Br)c1OS(=O)(=O)c1ccc(C)cc1
7. COc1cccc(-c2nnc3n(Cc4ccc(F)cc4)c(=O)c4ccccc4n23)c1
8. COc1ccc(CNC(=O)Nc2cccc(C(F)(F)F)c2)cc1OC
assay / entry,1,2,3,4,5,6,7,8
RXFP1 antag,-29&2,nt,nt,6,nt,-12,-3,8
Pol eta inh,-11%&4%,nt,nt,-18%,-12%,-5%,-6%,-16%
Tb PGK inh,-6%,nt,nt,-2%,-5%,-4%,-1%,-1%
Anesthetic bind,?,-19%,8%,-19%,8%,-20%,2%,-13%
Pol iota inh,-12%&-8%,nt,nt,17%,1%,1%,0%,1%
APE1 inh,-4%,1%,?,-4%,-2%[12.4 µM],-10%,nt,4%
Pol kappa inh,-4%[60.1 µM],nt,nt,-15%,-9%,-5%,-35%,-23%
POLB inh,-18%,2%,-1%,28%,4%,16%,-24%,-18%
BLM helicase inh,1%&2%,0%,3%,-13%,-6%[12.4 µM],-17%,-3%,8%

9. Cc1ccc2[nH]c(C(=O)N3CCCCC3)cc2c1
10. CCC(C)NC(=O)CSc1nc2ccc(N3CCOCC3)cc2c(=O)n1CCc1ccccc1 (stereo not given)
11. CC(=O)c1ccc(NC(=O)CCc2nnc3ccc(N4CCC5(CC4)OCCO5)nn23)cc1
12. CC(=O)C1(C)N(O)C(C)(C)C(c2ccco2)=[N+]1[O-] (stereo not given)
13. O=C(NCC1CCCO1)/C(=C\c1ccccc1)NC(=O)c1ccccc1 (stereo not given)
14. CC(=O)Nc1ccc(S(=O)(=O)N2CCC(n3c(C(F)(F)F)nc4cccnc43)CC2)cc1
15. CC(C)=C1C2CCC1C(C(=O)Nc1sc(C)c(-c3ccc(C(C)C)cc3)c1C(N)=O)C2C(=O)O (stereo not given)
16. COc1ccc(/C=N/Nc2nc(C)cc(-c3ccccc3)n2)c(OC)c1
assay / entry,9,10,11,12,13,14,15,16
RXFP1 antag,4,nt,34,-3,-21,-5,-3,3
Pol eta inh,-20%,nt,-11%,-5%,-12%,-13%,-17%,10%
Tb PGK inh,i,nt,-8%,-7%,0%,1%,i,3%
Anesthetic bind,-18%,0%,-7%,-7%,-1%,-3%,-15%,-3%
Pol iota inh,23%,nt,114%[activator],4%,107%[activator],1%,0%,192%[activator]
APE1 inh,15%,-3%,-1%,-7%,12%,nt,-13%,19%
Pol kappa inh,-3%,nt,-10%,-3%,-20%,5%,-18%,6%
POLB inh,-6%,-24%,15%,0%,50%,23%,-14%,1%
BLM helicase inh,-10%,-3%,2%,0%,4%,1%,-12%,-2%

# Compounds listed so far that have an aryl thioether with sulfur outside any ring, in the order listed:
1. Cc1ccc(CNC(=O)CSc2nc3n[nH]c(C)c3c(=N)n2-c2cccc(C)c2)cc1
2. CCCn1c(SCC(=O)N2CCc3ccccc32)nnc1-c1ccncc1
10. CCC(C)NC(=O)CSc1nc2ccc(N3CCOCC3)cc2c(=O)n1CCc1ccccc1 (stereo not given)
assay / entry,1,2,10
RXFP1 antag,-29&2,nt,nt
Pol eta inh,-11%&4%,nt,nt
Tb PGK inh,-6%,nt,nt
Anesthetic bind,?,-19%,0%
Pol iota inh,-12%&-8%,nt,nt
APE1 inh,-4%,1%,-3%
Pol kappa inh,-4%[60.1 µM],nt,nt
POLB inh,-18%,2%,-24%
BLM helicase inh,1%&2%,0%,-3%

# Later entries:
17. COc1cc(OC)cc(C(=O)Nc2nnc(NC(=S)Nc3ccccc3)s2)c1
18. CCc1ccccc1NC(=O)CC(C)n1nc(C)cc1C (stereo not given)
19. O=C(O)CCC(=O)Nc1ccc(Sc2ccc([N+](=O)[O-])cc2)cc1
20. CCc1nnc(NC(=O)c2sc3nc(C)cc(COC)c3c2N)s1
21. CC(C)C[C@H]1CN([C@@H](CC(C)C)CN2CCCC2CN2C(=S)NC[C@@H]2Cc2ccc(O)cc2)C(=S)N1CCc1ccccc1 (stereo not given in full)
22. Cc1ccc(-c2csc3nc4c5ccccc5c(NCCCN5CCOCC5)nn4c(=O)c23)cc1
23. COc1ccc(NC(=O)CSC2CCCCC2)cc1
24. Cc1cc(N/N=C/c2ccc(O)cc2O)nc(-n2nc(C)cc2C)n1
assay / entry,17,18,19,20,21,22,23,24
RXFP1 antag,14,-14,-11,nt,nt,nt,8,4
Pol eta inh,?,-1%,1%,-4%,-25%,nt,-9%,?
Tb PGK inh,-4%,-9%,-1%,-10%,-9%,nt,-4%,-5%
Anesthetic bind,-13%,3%,-17%,81%[activator],nt,0%,-15%,-7%
Pol iota inh,5%,3%,25%,3%,25%,nt,-11%,?
APE1 inh,2%,nt,18%,?,nt,0%,12%,2%
Pol kappa inh,79µM*,36%[activator],3%,-14%,-3%,nt,-1%,-18%
POLB inh,-3%,25%,17%,-1%,nt,0%,11%,?
BLM helicase inh,?,1%,-1%,-2%,nt,6%,-1%,-11%

# Structures listed so far shown as hits in Pol kappa inh:
no.	canonical_smiles	RXFP1 antag	Pol eta inh	Tb PGK inh	Pol iota inh	APE1 inh	Pol kappa inh	BLM helicase inh
17	COc1cc(OC)cc(C(=O)Nc2nnc(NC(=S)Nc3ccccc3)s2)c1	14	?	-4%	5%	2%	79µM*	?

# (next part)
25. O=C(Nc1ccc(C(=O)N2CCCC2)cc1)c1ccccc1[N+](=O)[O-]
26. COc1ccc(CC(=O)Nc2ccc(S(=O)(=O)N(C)C)cc2)cc1OC
27. COc1ccc(-c2cc(-c3ccccc3)c(C#N)c(SCC(=O)Nc3ncc(C)s3)n2)cc1
28. OCCC1CN(CCCc2ccccc2)CCN1Cc1ccc(F)cc1 (stereo not given)
29. COC(=O)c1ccc(CSc2nnc(C)s2)cc1
30. CC(C)CCSc1nc2c(c(=O)[nH]c(=O)n2C)n1CCCc1ccccc1
31. Cc1cnc(C(=O)Nc2nnc(C)s2)cn1
32. COC(=O)C1=C(C)N(c2ccc(Br)cc2)C(=O)/C1=C\c1ccco1
assay / entry,25,26,27,28,29,30,31,32
RXFP1 antag,-1,4,-12,11,0,-10,-3,-10
Pol eta inh,-7%,-6%,-6%,0%,-15%,-9%,-7%,1%
Tb PGK inh,-3%,i,-8%,0%,i,-11%,i,i
Anesthetic bind,-10%,?,17%,-8%,-12%,-10%,-10%,-7%
Pol iota inh,93%[activator],-6%,5%,126%[activator],-1%,-26%,?,-2%
APE1 inh,-3%,-2%,8%,-2%,-6%,3%,-1%,4%
Pol kappa inh,-2%,-3%,-6%,1%,1%,10%,8%,-3%
POLB inh,4%,33%,-6%,61%,15%,-21%,24%,24%
BLM helicase inh,0%,-3%,-9%,-1%,0%,-12%,-1%,-2%

33. O=C(Cc1n[nH]c(=O)c2ccccc12)OCC(=O)c1ccc(F)c(F)c1
34. Cc1cc2nc(C(F)(F)F)cc(-c3cccs3)n2n1
35. CC(NS(=O)(=O)c1ccccc1)C(c1cccs1)N1CCN(C)CC1 (stereo not given)
36. CS(=O)(=O)N(CC(=O)NCC1CCCO1)c1ccc(Cl)c(Cl)c1 (stereo not given)
37. Cc1cccc(NC(=S)NC23CN4CN(CN(C4)C2)C3)c1C
38. Cn1c(=S)ccc2ccccc21
39. O=C(COC(=O)c1cc([N+](=O)[O-])ccc1NCCO)Nc1cccc(S(=O)(=O)N2CCCC2)c1
40. CCOc1ccccc1NC(=S)N1CCN(c2nc(-c3ccc(F)cc3)cs2)CC1
assay / entry,33,34,35,36,37,38,39,40
RXFP1 antag,0,-7,0,-7,0,10,-10,-2
Pol eta inh,-1%,-1%,-3%,6%,-7%,-18%,-2%,1%
Tb PGK inh,2%,-2%,8%[11.5 µM],5%,-10%,-8%,-3%,-1%
Anesthetic bind,nt,3%,-7%,-3%,0%,-22%,nt,-2%
Pol iota inh,9%,-23%,-15%,27%,119%[activator],1%,-12%,6%
APE1 inh,-4%,-5%,-1%,1%,8%,?,14%,-8%
Pol kappa inh,-10%,6%,-10%,0%,1%,-16%,-6%,6%
POLB inh,nt,2%,17%,5%,4%,-10%,nt,2%
BLM helicase inh,nt,1%,-2%,-2%,-4%,-4%,nt,-7%

41. O=C(CN1CCOCC1)NCc1ccccc1
42. Cn1c(=O)c2c(nc(CN3CCN(c4ccccc4)CC3)n2Cc2ccccc2F)n(C)c1=O
43. CNC(=S)N=Nc1c(O)[nH]c2ccc(C(C)C)cc12
44. Cc1ccc(SCC(=O)NCc2ccncc2)cc1
45. CC(=O)N1CCC(N(Cc2ccc(C)o2)C(=O)Nc2ccc(C)cc2)CC1
assay / entry,41,42,43,44,45
RXFP1 antag,-14,nt,-9,-3,-8
Pol eta inh,-5%,nt,-11%,-19%,-16%
Tb PGK inh,-2%,nt,1%,-2%,-8%
Anesthetic bind,6%,-12%,-8%,-7%,-7%
Pol iota inh,18%,nt,71%[activator],14%,4%
APE1 inh,-1%,1%,-2%,17%,nt
Pol kappa inh,4%,nt,-18%,2%,-18%
POLB inh,11%,29%,-24%[57.1 µM],37%,-23%
BLM helicase inh,-1%,-4%,0%,1%,-3%

# Along the list, as entered above.
# Tb PGK inh, entries 41–45: -2%, nt, 1%, -2%, -8%
# POLB inh, entries 41–45: 11%, 29%, -24%[57.1 µM], 37%, -23%

# The list is partial; the hit share may differ from the screen's.
